# High-throughput results as filed in PubChem BioAssay.
# KCNQ2 block: KCNQ2 potassium channel inhibitors, primary screen, cell-based, CHO-K1, FluxOR thallium flux, B-score (AID 2156). B-score at 10 µM. 310,000 tested, 1.1% active. 20 min; active compounds read low. O88943;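 active = fluorescence ratio B-score at most minus 3 library SDs, with starting brightness B-score within 2 library SDs, cut at about -5.5 in these data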
# CHT inh: human CHT choline transport inhibition. B-score at 10 µM. AID 488975. 310,000 tested, 0.86% active. CHT-expressing cells, membrane potential dye, choline response; active compounds read low;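 active = B-score over 3 SD under the library average, and starting fluorescence ratio not unusually high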;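 also: choline stimulus applied at its EC90 after an EC20 pre-addition; B-score computed on integrated fluorescence ratio after choline addition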
# * = called active by the depositor; i = inactive. Rows are unselected; 1.9% or so of the library scored in one or more.
CHT inh,KCNQ2 block,molecule
i,i,O=C(C1CCN(S(=O)(=O)c2ccc(Br)s2)CC1)N1CCc2ccccc21
i,i,Cc1ccc(C(C2=C(O)CC(C)(C)CC2=O)C2C(=O)CC(C)(C)CC2=O)s1 (stereo not given)
i,i,COc1ccc(NC(=O)CN2C(=O)NC(c3ccccc3)(c3ccccc3)C2=O)cc1OC
i,i,CCCOc1ccccc1N/C(N)=N/c1nc(C)cc(C)n1
i,i,COC(=O)Cc1c(C)nc2nc(Cc3ccccc3)[nH]n2c1=O
i,i,COc1ccc(OC)c(NC(=O)CSc2nnc(-c3ccncc3)s2)c1
i,i,O=C(COc1ccccc1)Nc1ccccc1Cl
i,i,CCOC(=O)c1c(OCCO)nn(-c2ccccc2)c1N
i,i,Cc1ccc(-c2cc(-c3n[nH]c(=S)n3C)c3ccccc3n2)cc1
i,i,Cc1cc(CNC(=O)c2cc(COc3ccc(F)c(F)c3)on2)nn1C
i,i,CCN(CC)CCCn1c2c(c(SCC(=O)Nc3nccs3)nc1=O)CCC2
i,i,CC(C)(C)NC(=O)CSc1nnc(-c2ccco2)n1Cc1ccco1
i,i,O=C(Nc1ccon1)c1ccc(Cl)c(S(=O)(=O)N2CCCCC2)c1
i,-6.78*,CCN(CC)S(=O)(=O)c1ccc(N2CCOCC2)c(NC(=O)COc2ccccc2)c1

# Some of these compounds in order of molecular weight, rising.
CHT inh,KCNQ2 block,molecule
i,i,CCCOc1ccccc1N/C(N)=N/c1nc(C)cc(C)n1
i,i,Cc1ccc(-c2cc(-c3n[nH]c(=S)n3C)c3ccccc3n2)cc1
i,i,CC(C)(C)NC(=O)CSc1nnc(-c2ccco2)n1Cc1ccco1
i,i,COc1ccc(NC(=O)CN2C(=O)NC(c3ccccc3)(c3ccccc3)C2=O)cc1OC
i,-6.78*,CCN(CC)S(=O)(=O)c1ccc(N2CCOCC2)c(NC(=O)COc2ccccc2)c1

# Reprinted from the entries so far, two compounds:
CHT inh,KCNQ2 block,molecule
i,i,COC(=O)Cc1c(C)nc2nc(Cc3ccccc3)[nH]n2c1=O
i,i,COc1ccc(OC)c(NC(=O)CSc2nnc(-c3ccncc3)s2)c1
